S-ASM inh = Inhibitors of Secretory Acid Sphingomyelinase (S-ASM): qHTS. placental ASM, HMU-PC fluorogenic substrate, 60 min. Potency, µM (titrated, usually from 57.5 µM), without a hit: top-dose activity change, negative = inhibition, usual class: inhibitors. actives 0.006% (n = 340,000); also: potency is read from the fitted curve at half-maximal effect
Target sequence (P17405 47-631 limits assumed): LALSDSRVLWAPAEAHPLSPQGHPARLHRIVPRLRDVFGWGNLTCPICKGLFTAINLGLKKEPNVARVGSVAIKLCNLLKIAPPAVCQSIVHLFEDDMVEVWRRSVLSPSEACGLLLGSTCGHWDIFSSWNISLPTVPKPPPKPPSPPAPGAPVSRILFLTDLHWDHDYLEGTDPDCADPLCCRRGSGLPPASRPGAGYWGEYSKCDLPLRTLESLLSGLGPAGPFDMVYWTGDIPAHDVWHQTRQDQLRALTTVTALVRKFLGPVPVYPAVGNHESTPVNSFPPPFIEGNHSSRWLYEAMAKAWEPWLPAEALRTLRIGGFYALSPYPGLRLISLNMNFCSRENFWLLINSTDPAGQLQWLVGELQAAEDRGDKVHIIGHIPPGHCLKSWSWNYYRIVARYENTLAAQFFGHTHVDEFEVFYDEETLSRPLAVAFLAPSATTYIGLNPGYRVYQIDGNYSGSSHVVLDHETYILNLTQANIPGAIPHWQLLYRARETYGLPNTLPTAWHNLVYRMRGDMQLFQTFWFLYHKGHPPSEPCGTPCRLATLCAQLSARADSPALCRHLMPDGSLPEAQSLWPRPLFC
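HMU-PC0 cleavage (9 uM final) by human placental ASM, 60 min at 37 °C following 10 min compound exposure at RT; stopped at pH 10, fluorescence Ex 386/Em 447 nm.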
TCR act = Activators of T cell receptors: qHTS campaign. primary human leukocytes, anti-CD3, IL-2 HTRF, 48 h. Potency, µM (doses to about 9.22 µM), without a hit: top-dose activation of IL-2 secretion, most hits filed as activators. 330,000 tested, under 10 active; also: % of control where 0% means no effect
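TCR engagement came from a-CD3 beads alone, with compounds added to primary human leukocytes for 48 hr. Secreted IL-2 bridged europium cryptate- and d2-labelled anti-IL-2 antibodies, giving FRET emission at 665nm after 320nm excitation.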
Integrin act MD = qHTS for Activators of Integrin-Mediated Alleviation for Muscular Dystrophy. actives 0.064% (n = 350,000). alpha7betagal myoblasts, beta-gal FDG fluorescence, 48 h. Potency, µM (highest dose often 38.3 µM), for the others: at the highest dose activation, hits mostly activators;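 also: potency is read from the fitted curve at half-maximal effect; 100% = response of the positive control SU9516; nearly all actives have a fitted effect of over 60% in size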
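Alpha7betagal+/- myoblasts (passage 13) were plated 16-24 hr, then exposed to compounds (1:260 dilution of DMSO stock) for 48 hours at 37C. After MPER lysis, β-galactosidase reporter activity was read as FDG fluorescence (ex 480/em 540) after 30 minutes.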
Eya2 phos inh = qHTS Assay for Inhibitors of the Phosphatase Activity of Eya2 | actives 0.006% (n = 330,000) | Potency, µM (doses to about 76.9 µM), without a hit: top-dose activity, negative = inhibition, hits mostly inhibitors | Protein phosphatase EYA2 (Homo sapiens), O00167 | AID 488837, 2010 | recombinant Eya2, OMFP fluorescence dephosphorylation (OMFP is methylfluorescein phosphate); also: potency is read from the fitted curve at half-maximal effect; % is scaled to controls: 0 for no effect and ±100 for the full control effect
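Eya2 (0.2 uM) preincubated 10 min at ambient with compound, then OMFP substrate added at 50 uM; 10 min reaction in 50 mM HEPES pH 7.5, 50 mM NaCl, 5 uM MgCl2, 0.05% BSA, 1 mM DTT. Fluorescence read at Ex 485/Em 525 nm.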
Mito fusion act = qHTS Assay for Small Molecule Inhibitors of Mitochondrial Division or Activators of Mitochondrial Fusion | S. cerevisiae fusion-defective mutant growth rescue, CellTiterGlo 48 h | Potency, µM (doses to about 46.1 µM), for inactives: at the highest dose growth rescue (activation), usual class: activators | actives 0.23% (n = 320,000);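 also: potency is read from the fitted curve at half-maximal effect; % of control where 0% means no effect; nearly all actives have a fitted effect of over 45% in size; temperature-sensitive fusion mutants such as fzo1-1 at 37 °C on non-fermentable ethanol glycerol medium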
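Temperature-sensitive fusion-defective S. cerevisiae (e.g. fzo1-1, mgm1-5) were grown with compound in YPEG medium (3% ethanol, 3% glycerol) for 48 hours at 37C. Growth rescue was measured as viability by CellTiterGlo luminescence after 10 minutes at ambient.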
Tb PFK block = qHTS Assay to Find Inhibitors of T. brucei phosphofructokinase; ATP-dependent 6-phosphofructokinase (Trypanosoma brucei brucei), O15648; T. brucei PFK, ADP-Glo luminescence; Potency, µM (doses to about 57.5 µM), inactives show top-dose activity, negative = inhibition, most hits filed as inhibitors; actives 0.17% (n = 330,000);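 also: potency is read from the fitted curve at half-maximal effect; 0% = uninhibited 1x PFK enzyme wells and -100% = no-enzyme wells; nearly all actives have a fitted effect of over 60% in size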
Target sequence (O15648 whole entry, looked up): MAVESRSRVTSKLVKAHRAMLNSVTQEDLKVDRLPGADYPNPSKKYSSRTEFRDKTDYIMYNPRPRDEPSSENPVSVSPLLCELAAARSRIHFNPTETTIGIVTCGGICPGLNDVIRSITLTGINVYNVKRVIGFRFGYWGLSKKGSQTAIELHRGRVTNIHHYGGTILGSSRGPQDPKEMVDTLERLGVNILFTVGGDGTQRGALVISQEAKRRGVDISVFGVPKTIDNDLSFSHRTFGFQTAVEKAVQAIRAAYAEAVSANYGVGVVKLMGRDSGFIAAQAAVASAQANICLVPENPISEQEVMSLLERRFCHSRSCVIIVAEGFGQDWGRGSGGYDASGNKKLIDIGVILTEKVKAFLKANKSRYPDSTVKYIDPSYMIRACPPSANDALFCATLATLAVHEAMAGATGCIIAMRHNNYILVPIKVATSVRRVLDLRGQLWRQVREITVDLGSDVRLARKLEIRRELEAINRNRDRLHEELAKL
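PFK 1.25 nM, F6P 0.5 mM, ATP 0.1 mM, 0.1 M TEA pH 8.0, 5 mM MgCl2, 0.01% Tween20, 0.1% BSA; 45 min RT. ADP-Glo readout. qHTS titration up to 57 uM; curves fitted, compounds curve-classed.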
TSHR antag = Antagonists of the Thyroid Stimulating Hormone Receptor: HTS campaign; Thyrotropin receptor (Homo sapiens), P16473; TSHR-expressing cells, TSH-stimulated cAMP HTRF, 2 h; active compounds read low; activity change, negative = inhibition, % at 11.5 µM; actives 0.2% (n = 330,000); AID 504810, 2011;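 active = activity change below a set negative limit, meaning inhibition stronger than a set level, cut at about -70% in these data; inconclusive = activity change between two set negative limits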; also: % is scaled to controls: 0 for no effect and ±100 for the full control effect
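Inhibition of cAMP made by TSHR-expressing cells under TSH stimulation (4nM final, EC80; 2 h, 37 deg C) is quantified with a one-step lysis HTRF kit, anti-cAMP cryptate versus cAMP-d2.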
ELG1 repair inh = qHTS screen for small molecules that inhibit ELG1-dependent DNA repair in human embryonic kidney (HEK293T) cells expressing luciferase-tagged ELG1; HEK293T ELG1-luciferase reporter, luminescence, 16 h; DNA damage induced by 5-fluorouridine; Potency, µM (doses to about 46.1 µM), without a hit: top-dose activity change, negative = inhibition, most hits filed as inhibitors; actives 2.3% (n = 330,000); AID 504467, 2011; also: potency is read from the fitted curve at half-maximal effect; % is scaled to controls: 0 for no effect and ±100 for the full control effect; nearly all actives have a fitted effect of over 55% in size
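DMSO vehicle served as the neutral condition. Each well held 2,000 cells given 5-fluorouridine plus compound; after 16 hr at 37 °C/5% CO2, ONE-Glo was added and luciferase measured 30 min later.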
AT treatment = qHTS Assay for Identifying a Potential Treatment of Ataxia-Telangiectasia; Potency, µM (titrated, usually from 57.5 µM), for the others: at the highest dose activation, most hits filed as activators; actives 0.19% (n = 320,000); […] A-T fibroblasts, KAP-1 phosphorylation AlphaLISA; neocarzinostatin DNA damage 30 min before lysis; also: potency is read from the fitted curve at half-maximal effect; % of control where 0% means no effect; nearly all actives have a fitted effect of over 45% in size
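ATM-like activity read as KAP-1 phosphorylation via AlphaLISA donor/acceptor antibody pairs after lysis and 6 hr at 25C. Cells were ATM-null patient fibroblasts ([…], hTERT), dosed 60 min, then exposed to the DSB inducer NCS for 30 min.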
BCR signal inh = qHTS Assay to Find Inhibitors of Chronic Active B-Cell Receptor Signaling; ABC-DLBCL IkBa-CBG/CBR reporter, luminescence ratio, 4 h; Potency, µM (highest dose often 46.1 µM), for inactives: at the highest dose ratio change, negative = lower green/red ratio, hits mostly inhibitors; actives 0.05% (n = 340,000); active = well fitted inhibition curve with a large enough effect in the signal ratio, with a control signal flat, not every such curve was filed as active; inconclusive = small, poorly fitted or top-dose-only effect, or effect the other way, or a change in a side signal; the % refers to the signal ratio;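 also: potency is read from the fitted curve at half-maximal effect; plate controls were basal doxycycline-induced cells for no effect and cells given 10 µM MG132 for full effect; MG132 reads +100%, hits lower the ratio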
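Cell line TMD8 (human ABC DLBCL), stably expressing tet-inducible CBG68-IkBa fusion and CBR; IMDM/0.5% FBS; cpd up to 46 uM; dox induction, 4 h, 37C/5% CO2; dual luminescence; green/red ratio; MG132 control.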
PTAP TSG101 blk = qHTS Assay for Iinhibitors of HIV-1 Budding by Blocking the Interaction of PTAP/TSG101; Tumor susceptibility gene 101 protein (Homo sapiens), Q99816; Fluorescence polarization, FITC-PTAP peptide / Tsg101 binding; Potency, µM (series often up to 115 µM), without a hit: at the highest dose activity change, negative = inhibition, most hits filed as inhibitors; 340,000 tested, under 10 active; AID 493005, 2010; active = well fitted inhibition curve with a large enough effect in the main read-out, with a control signal flat, not every such curve was filed as active; inconclusive = small, poorly fitted or top-dose-only effect, or effect the other way, or a change in a side signal; inactive = no such curve, though single readings can be large or run the other way; also: potency is read from the fitted curve at half-maximal effect; % of control where 0% means no effect
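Tsg101 binding domain (10 uM final) was mixed with compound and a FITC-labeled PTAP peptide (50 nM final) in HEPES pH 7.5 buffer with NaCl, Tween 20, EDTA and TCEP; fluorescence polarization was read after 20 min at r.t.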
* hit, by the source's call; i = inactive; ? = inconclusive; · = no result given; [ ] = another dose, or the depositor's remark. Unless noted, calls follow the shape of the dose curve; as a rule, active = well fitted curve in the direction sought with a large enough effect; inconclusive = small, poorly fitted or top-dose-only effect, or another doubt; inactive = no such curve, though single readings can be large; an effect the other way counts as inactive or inconclusive.

SMILES | S-ASM inh | TCR act | Integrin act MD | Eya2 phos inh | Mito fusion act | Tb PFK block | TSHR antag | ELG1 repair inh | AT treatment | BCR signal inh | PTAP TSG101 blk
CC1=C(Cl)C2=NS(=O)(=O)CCN2C=C1Cl | 36% | 0% | -11% | 0% | 5% | 1% | -4 | 11% | 17% | -1% | 0%
Cc1cccc(OCC(=O)Nc2ccccc2N2CCN(C)CC2)c1 | 1% | -9% | -21% | 18% | 8% | 3% | 1 | -7% | -8% | -11% | 0%
COC(=O)[C@H](C)[C@@H]1C[C@@]1(C)[C@@H](NC(=O)OCc1ccccc1)c1ccccc1 | -6% | 2% | 17% | 1% | 14% | 3% | -8 | 1% | 11% | 3% | -6%
COc1ccc(N(C(=O)c2ccc3c(c2)OCO3)C2C=CS(=O)(=O)C2)c(OC)c1 (centres undefined) | 0% | -2% | ? | -2% | 1% | 4% | -3 | 13% | 3% | -1% | -5%
O=C(NCc1nnc(SCC(=O)N2CCCCCC2)o1)c1ccco1 | -1% | -12% | 10% | -18% | -1% | -3% | 1 | -4% | · | 0% | -6%
CCN(CC)Cc1c(C(=O)N/N=C/c2cccc(OCc3cccc(Cl)c3)c2)nnn1-c1nonc1N | ? | -1% | 8% | -1% | 8% | -3% | -6 | 4% | -11% | 3% | -7%
O=C(NC(=S)Nc1ccc2oc(-c3cccnc3)nc2c1)c1cccc(Cl)c1 | -2% | 1% | -2% | 9% | -5% | -1% | 9 | -9% | 1% | -7% | -2%
Cc1cc(N2C(=O)c3ccc(C(=O)NCc4ccccc4)cc3C2=O)no1 | 4% | 9% | -6%[7.66 µM] | -16% | -2% | -7% | 25 | · | · | 8% | -5%
Nc1nonc1/C(=N/O)N1CCCC1 | 1% | -7% | -14% | -23% | -1% | 0% | 4 | 1% | -2% | 0% | -6%
CCOC(=O)C1C(c2cc(OC)c(O)c(OC)c2)NC(=S)NC1(O)C(F)(F)F (centres undefined) | 3% | -6% | 0% | 2% | -3% | ? | 0 | 16% | 4% | -15% | -6%
Cc1ccccc1CN1C(=O)c2ccccc2S1(=O)=O | 1% | -6% | -48%[inhibitor] | -8% | 14% | 0% | -10 | -3% | -2% | -9% | 1%
Cn1cnc([N+](=O)[O-])c1Nc1cccc(O)c1 | -3% | 3% | -6% | -9% | -2% | 0% | 4 | 2% | -3% | -1% | 0%
Cc1ccc(NC(=O)CCOc2ccccc2C)cc1C | -2% | 2% | ? | -21% | -3% | 7% | -4 | -2% | 2% | 3% | -5%
Cc1ccccc1C(=O)N1CCc2c([nH]c3ccccc23)C1C(F)(F)F (centres undefined) | -9% | -1% | -15% | 1% | 16% | -3% | 2 | 13µM* | 5% | -21% | -4%
Cc1ccc(NC(=O)NCCc2ccc(S(N)(=O)=O)cc2)cc1 | 5% | -2% | -9% | 10% | -3% | -6% | 0 | 5% | 5% | -1% | -3%
S=C(NCCN(C1CCCCC1)C1CCCC1)Nc1cccc(Cl)c1 | 6% | -17% | -17% | -12% | -70%[inhibitor] | 3% | -2 | ? | -2% | ? | -2%
CCOC(=O)C1CCN(C(=O)COc2ccc(S(=O)(=O)N3CCOCC3)cc2C)CC1 | -2% | -2% | -20% | 2% | -2% | 0% | 14 | -3% | 6% | -2% | -7%
C=CCc1ccc(OCCCN2CCCC(C)C2)c(OC)c1 (centres undefined) | -3% | -5% | 0% | 2% | 12% | 2% | 14 | 15% | 0% | -15% | -4%
CCOC(=O)c1cc(=O)c2ccc(OCC(=O)Nc3ccccc3)cc2o1 | -2% | 0% | -23% | 3% | 5% | 3% | 1 | -11% | -9% | 0% | -3%
CCc1cccc(CC)c1NC(=S)NCCc1ccc(O)c(O)c1 | 1% | 0% | 5% | -8% | 4% | -6% | 1 | -22% | -15% | ? | -3%
CCOc1ccc(N2C(=O)S/C(=C\c3ccc(O)c(OC)c3)C2=O)cc1 | 1% | -37% | 21% | 14% | 2% | 0% | -6 | 0% | -1% | ? | 0%
O=C(Nc1nnc(SCc2ccccc2Cl)s1)c1cccc([N+](=O)[O-])c1 | -2% | -6%[46.1 µM] | 12% | 2% | 12% | -6% | ? | -16% | -3% | ? | -2%
CCN(CC)c1nc(Oc2ccc(=O)[nH]n2)nc(N2CCOCC2)n1 | 2% | 0%[46.1 µM] | -14% | -1% | 3% | -1% | -4 | 15% | 3% | -18% | 2%
COc1ccc(NCC(=O)N/N=C/C2CCCCC2)cc1 | -3% | 2% | 0% | 2% | -1% | 0% | -6 | -5% | 3% | -2% | -1%
COc1ccc(CCNC(=O)C23CN(Cc4ccccc4)CC2C(c2cccc([N+](=O)[O-])c2)=NO3)cc1 (centres undefined) | -3% | -6% | -16% | 12% | 15% | -2% | -3 | ? | 9% | -6% | 2%
O=C(CSc1ccccc1F)NC1CCS(=O)(=O)C1 (centres undefined) | 3% | · | -3% | -5% | -6% | -4% | 3 | -5% | 0% | 1% | -1%
O=c1c(-c2nc3ccccc3s2)cccn1Cc1ccc(Cl)c(Cl)c1 | · | -7% | 18% | 11% | ? | ? | 0 | 12% | 8% | 5% | 2%
O=c1[nH]c2ccccc2n2c(-c3ccncc3)nnc12 | -1% | -4% | 9% | -5% | -1% | 2% | 2 | ? | 0% | -6% | 0%
COc1ccc(C(=O)Nc2ccccc2C(=O)N2CCOCC2)cc1 | 2% | -2% | 10% | 4% | -12% | 1% | 1 | 2% | -4% | 0% | -10%
COCCn1c(C2CCCCC2)nc2sc3ccccc3c(=O)c2c1=O | -6% | -4% | -8% | -1% | ? | -6% | -5 | -5% | 4% | ? | -19%
CCOc1cc(CNCCc2c[nH]c3ccccc23)cc(Cl)c1OCC(N)=O | 0% | -9% | -17% | 7% | 2% | -8% | 19 | ? | -3% | ? | 0%
CCOC(=O)CCCSc1nc2sc(C)c(C)c2c(=O)[nH]1 | 5% | 4% | 9% | -10% | -6% | -7% | 14 | 10% | -1% | ? | 4%
CC(=O)NC(c1ccccc1)c1c(O)ccc2ccccc12 (centres undefined) | 56%[activator] | -3% | -7% | -2% | 1% | 3% | 2 | ? | 3% | 0% | -4%
CC(=O)Nc1ccc(Nc2cc(C(C)C)nc3c(-c4ccccc4)c(C)nn23)cc1 | -1% | 2% | -11% | -5% | -5% | 1% | -17 | ? | 1% | ? | -12%
CN1CCCc2cc3c(C(F)(F)F)cc(=O)oc3nc21 | i | -9% | 24% | -7% | -1% | -6% | 1 | 3% | · | -1% | ?
COc1cc2c(cc1NC(=O)/C=C/c1ccccc1)oc1ccccc12 | -18% | -2% | 0% | 4% | 1% | 6% | -15 | -12% | 2% | 6% | -1%
CCN(CC)c1ccc(/C=N/NC(=O)c2ccco2)cc1 | 137%[activator] | 3%[46.1 µM] | 3% | -3% | -1% | -1% | 9 | ? | -5% | ? | 1%
N#CCCn1cc(/C=N/NC(N)=S)c(-c2ccccc2)n1 | 1% | -6% | -6% | 5% | -1% | 5% | -12 | ? | 1% | 5% | -9%

Screening results (PubChem BioAssay)
